# Screening results as filed in PubChem BioAssay.
# uPA surface inh – cell surface uPA generation inhibition; cell surface uPA generation assay, qHTS; Potency, µM (doses to about 38.3 µM), inactives show at the highest dose activity change, negative = inhibition, hits mostly inhibitors; actives 0.31% (n = 330,000); AID 540303; active means well fitted inhibition curve with a large enough effect; inconclusive means small, poorly fitted or top-dose-only effect; inactive means no such curve, though single readings can be large or run the other way; tested in mouse RAW 264.7 cells; further: potency means the concentration at half of the fitted maximal effect; on the % scale 0 is the no-effect control and ±100 the full control effect; nearly all actives have a fitted effect of over 55% in size
# B2AR arrestin – agonists driving beta-arrestin recruitment to human beta2-adrenergic receptor; P07550; beta-arrestin recruitment to beta2AR, cell-based reporter; Potency, µM (series often up to 46.1 µM), without a hit: top-dose activation, usual class: activators; actives 0.02% (n = 330,000);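 further: potency means the concentration at half of the fitted maximal effect; 0% = DMSO controls and full agonism = EC100 isoproterenol or metaproterenol; nearly all actives have a fitted effect of over 65% in size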
# Target sequence (P07550 whole entry, looked up): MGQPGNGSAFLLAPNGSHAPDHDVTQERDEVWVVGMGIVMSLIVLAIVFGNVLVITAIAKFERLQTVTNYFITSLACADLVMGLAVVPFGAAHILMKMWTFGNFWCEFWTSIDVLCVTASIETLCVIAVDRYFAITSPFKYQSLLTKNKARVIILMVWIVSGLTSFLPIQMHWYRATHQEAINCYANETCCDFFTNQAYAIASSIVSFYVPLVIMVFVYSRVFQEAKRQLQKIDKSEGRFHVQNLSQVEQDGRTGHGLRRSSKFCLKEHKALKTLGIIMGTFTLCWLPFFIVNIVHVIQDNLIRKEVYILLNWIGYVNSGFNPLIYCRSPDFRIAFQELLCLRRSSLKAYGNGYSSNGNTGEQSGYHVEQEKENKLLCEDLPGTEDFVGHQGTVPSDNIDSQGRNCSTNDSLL
# USP2a inh – blocks human ubiquitin-specific protease USP2a | USP2 core, Ub-CHOP2 coupled fluorogenic reporter, 485/531 | O75604 | Potency, µM (top dose mostly 38.3 µM), without a hit: top-dose activity change, negative = inhibition, most hits filed as inhibitors | actives 0.01% (n = 330,000);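 further: potency means the concentration at half of the fitted maximal effect; plate controls were DMSO wells for no effect and full inhibition by NEM control for full effect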
#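 USP2 core (10nM final) preincubated 30min RT with compound in 20mM Tris-HCl pH 8.0, 2mM CaCl2, 2mM beta-mercaptoethanol, 0.05% CHAPS; 25nM Ub-CHOP2 plus 25nM reporter substrate added, fluorescence (Ex485/Em531) read after 60min.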
# Mito fusion yeast – mitochondrial division inhibition or fusion activation; S. cerevisiae fusion-defective mutant growth rescue, CellTiterGlo 48 h; Potency, µM (top dose mostly 46.1 µM), for inactives: top-dose growth rescue (activation), actives largely listed as activators; actives 0.23% (n = 320,000); AID 485298;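 further: potency means the concentration at half of the fitted maximal effect; % of control where 0% means no effect; nearly all actives have a fitted effect of over 45% in size; temperature-sensitive fusion mutants such as fzo1-1 at 37 °C on non-fermentable ethanol glycerol medium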
#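 Read-out: ATP-based luminescence (CellTiterGlo, 10 min ambient) reporting growth of fusion-defective ts yeast after 48 hours at 37C on glycerol/ethanol YPEG medium in the presence of compound.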
# ELG1 DNA repair – inhibitors of ELG1-dependent DNA repair in HEK293T cells. HEK293T ELG1-luciferase reporter, luminescence, 16 h; DNA damage induced by 5-fluorouridine. Potency, µM (top dose mostly 46.1 µM), without a hit: at the top dose activity change, negative = inhibition, most hits filed as inhibitors. AID 504467. actives 2.3% (n = 330,000); further: potency means the concentration at half of the fitted maximal effect; on the % scale 0 is the no-effect control and ±100 the full control effect; nearly all actives have a fitted effect of over 55% in size
#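 DMSO vehicle served as the neutral condition. Each well held 2,000 cells given 5-fluorouridine plus compound; after 16 hr at 37 °C/5% CO2, ONE-Glo was added and luciferase measured 30 min later.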
# TSHR antagonist – antagonists of human thyroid stimulating hormone receptor; P16473; TSHR-expressing cells, TSH-stimulated cAMP HTRF, 2 h; stronger effect = lower value; activity change, negative = inhibition, % at 11.5 µM; actives 0.2% (n = 330,000); AID 504810;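 active means activity change below a set negative limit, meaning inhibition stronger than a set level, cut at about -70% in these data; inconclusive means activity change between two set negative limits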; further: on the % scale 0 is the no-effect control and ±100 the full control effect
#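 Inhibition of cAMP made by TSHR-expressing cells under TSH stimulation (4nM final, EC80; 2 h, 37 deg C) is quantified with a one-step lysis HTRF kit, anti-cAMP cryptate versus cAMP-d2.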
# TCR act – T cell receptor activation; AID 504894; primary human leukocytes, anti-CD3, IL-2 HTRF, 48 h; 330,000 tested, under 10 active; Potency, µM (titrated, usually from 9.22 µM), for inactives: top-dose activation of IL-2 secretion, usual class: activators; further: % of control where 0% means no effect
#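 IL-2 produced over 48 hr by a-CD3 bead-stimulated primary human leukocytes exposed to compounds was detected with a homogeneous time-resolved FRET immunoassay, 665nm acceptor signal after 320nm excitation.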
# TSG101-PTAP inh – blocks PTAP/TSG101 interaction to inhibit HIV-1 budding | 340,000 tested, under 10 active | Potency, µM (top dose mostly 115 µM), for the others: at the highest dose activity change, negative = inhibition, hits mostly inhibitors | Fluorescence polarization, FITC-PTAP peptide / Tsg101 binding | AID 493005 | Q99816; active means well fitted inhibition curve with a large enough effect in the main read-out, with a control signal flat, not every such curve was filed as active; inconclusive means small, poorly fitted or top-dose-only effect, or effect the other way, or a change in a side signal; inactive means no such curve, though single readings can be large or run the other way; further: potency means the concentration at half of the fitted maximal effect; % of control where 0% means no effect
# Target sequence (Q99816 whole entry, looked up): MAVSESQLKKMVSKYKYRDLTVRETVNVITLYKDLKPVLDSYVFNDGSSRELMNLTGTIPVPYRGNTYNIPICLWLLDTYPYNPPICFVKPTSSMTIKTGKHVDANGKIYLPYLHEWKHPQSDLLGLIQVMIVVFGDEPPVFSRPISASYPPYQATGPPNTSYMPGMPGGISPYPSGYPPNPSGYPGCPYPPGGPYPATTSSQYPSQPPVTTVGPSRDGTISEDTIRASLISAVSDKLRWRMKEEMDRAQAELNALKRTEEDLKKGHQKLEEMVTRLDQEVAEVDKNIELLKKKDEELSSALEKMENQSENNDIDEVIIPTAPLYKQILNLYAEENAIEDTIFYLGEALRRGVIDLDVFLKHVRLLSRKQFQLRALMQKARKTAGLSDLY
#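 Tsg101 binding domain (10 uM final) was mixed with compound and a FITC-labeled PTAP peptide (50 nM final) in HEPES pH 7.5 buffer with NaCl, Tween 20, EDTA and TCEP; fluorescence polarization was read after 20 min at r.t.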
# Tb PFK inh – T. brucei PFK enzyme inhibition; O15648; T. brucei PFK, ADP-Glo luminescence; Potency, µM (doses to about 57.5 µM), without a hit: at the highest dose activity, negative = inhibition, actives largely listed as inhibitors; actives 0.17% (n = 330,000);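 further: potency means the concentration at half of the fitted maximal effect; 0% = uninhibited 1x PFK enzyme wells and -100% = no-enzyme wells; nearly all actives have a fitted effect of over 60% in size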
#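 Compounds were pin-transferred as a titration series up to 57 uM into substrate buffer (0.5 mM F6P, 0.1 mM ATP, pH 8.0), then 1.25 nM PFK was added and reactions ran 45 min before ADP-Glo detection.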
# Eya2 inh – Eya2 (human) phosphatase inhibition; actives 0.006% (n = 330,000); O00167; recombinant Eya2, OMFP fluorescence dephosphorylation (OMFP is methylfluorescein phosphate); Potency, µM (top dose mostly 76.9 µM), without a hit: top-dose activity, negative = inhibition, actives largely listed as inhibitors; further: potency means the concentration at half of the fitted maximal effect; on the % scale 0 is the no-effect control and ±100 the full control effect
#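 Eya2 protein (added as 0.2 uM solution) was preincubated with compound for 10 min at ambient temperature in 50 mM HEPES pH 7.5, 50 mM NaCl, 5 uM MgCl2, 0.05% BSA, 1 mM DTT. OMFP (added at 50 uM) then reacted 10 min; fluorescence read at 485/525 nm.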
# Chronic BCR inh – chronic active BCR signaling inhibition; ABC-DLBCL IkBa-CBG/CBR reporter, luminescence ratio, 4 h; Potency, µM (titrated, usually from 46.1 µM), inactives show top-dose ratio change, negative = lower green/red ratio, hits mostly inhibitors; actives 0.05% (n = 340,000); active means well fitted inhibition curve with a large enough effect in the signal ratio, with a control signal flat, not every such curve was filed as active; inconclusive means small, poorly fitted or top-dose-only effect, or effect the other way, or a change in a side signal; the % refers to the signal ratio;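 further: potency means the concentration at half of the fitted maximal effect; plate controls were basal doxycycline-induced cells for no effect and cells given 10 µM MG132 for full effect; MG132 reads +100%, hits lower the ratio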
#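 TMD8 human ABC-DLBCL cells with doxycycline-inducible IκBα–green luciferase fusion and unfused red luciferase, in 0.5% FBS medium; compounds up to 46 uM, 4 h at 37C. Green/red luminescence ratio, filter-overlap corrected, fitted to concentration-response curves.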
# An asterisk follows results filed as active; u = inconclusive; x = no result given; [ ] = another dose, or the depositor's remark. Unless noted, the call rests on the fitted dose curve; in most records, active means well fitted curve in the direction sought with a large enough effect; inconclusive means small, poorly fitted or top-dose-only effect, or another doubt; inactive means no such curve, though single readings can be large; an effect the other way counts as inactive or inconclusive.
SMILES,uPA surface inh,B2AR arrestin,USP2a inh,Mito fusion yeast,ELG1 DNA repair,TSHR antagonist,TCR act,TSG101-PTAP inh,Tb PFK inh,Eya2 inh,Chronic BCR inh
Cc1onc(-c2ccccc2)c1C(=O)N1CCCC(C(F)(F)F)C1 (configuration not stated),-1%,-0.5%,3%,-10%,7%,14,-9%,2%,0%,5%,-25%
CC1(CCc2ccccc2)NC(=O)N(CC(=O)Nc2ccc(S(N)(=O)=O)cc2)C1=O (configuration not stated),2%,-0.1%,-1%,-1%,3%,4,1%,0%,-3%,12%,2%
COCCCNC(=O)c1ccc2c(=O)n(CC3CCCO3)c(=S)[nH]c2c1 (configuration not stated),1%,0.5%,-1%,-1%,-1%,5,-1%,-7%,-3%,4%,0%
CC1CCCN(S(=O)(=O)c2ccc(NC(=O)c3cccc(-n4cnnn4)c3)cc2)C1 (configuration not stated),3%,0.0%,0%,-1%,u,-19,5%,-3%,0%,1%,7%
Cc1ccc(-n2c(SCC(=O)NC3CCS(=O)(=O)C3)nc3ccccc3c2=O)cc1 (configuration not stated),2%,0.0%,2%,1%,6%,-1,-3%,2%,0%,-6%,-4%
COc1ccc(C(=O)NC(C(=O)OCC(=O)Nc2sccc2C(N)=O)C(C)C)cc1 (configuration not stated),-7%,-0.1%,0%,u,u,-20,-10%,-1%,0%,-28%,-14%
CC(=O)C1=C(C)NC(=S)NC1c1cccc([N+](=O)[O-])c1 (configuration not stated),1%,-1.1%,2%,-2%,-9%,-6,3%,-7%,-2%,-19%,-1%
CS(=O)(=O)c1ccc2nc(NC(=O)c3ccc(=O)[nH]c3)sc2c1,-3%,-0.3%,4%,-3%,17%,-1,1%,0%,-11%,9%,-14%
COc1cc(NC(=O)CCC(=O)c2cccs2)cc(OC)c1,4%,0.2%,3%,1%,u,2,-2%,-1%,-16%,18%,12%
Cc1cc(NC(=O)c2cc(-c3ccc(C)c(C)c3)nc3ccccc23)no1,0%,-0.7%,-2%,1%,u,-2,-1%[46.1 µM],0%,0%,0%,8%
CC(=O)NC(Cc1c[nH]c2ccccc12)C(=O)NCCc1ccccn1 (configuration not stated),0%,0.0%,-1%,-3%,u,2,-4%,1%,-11%,-7%,-11%
O=C(NCCCn1ccnc1)C(=O)c1c[nH]c2ccccc12,-4%,0.0%,2%,-6%,13%,7,9%,-3%,0%,7%,u
CCCC(=O)Nc1ccc(C(=O)NNC(=O)c2ccccc2Br)cc1,x,-0.5%,-1%,-1%,5%,-3,-1%,-3%,-22%,-9%,2%
COC(=O)c1ccc(/C=C/C(=O)c2ccc(OC)c(OC)c2)cc1,-10%,-0.5%,-1%,-7%,u,-15,1%,-6%,-4%,-11%,u
CC1CCN(C(=O)CSc2nnc(N)s2)CC1,-4%,-0.1%,3%,0%,26%,9,3%,-2%,2%,8%,-1%
C=CCC[C@H](Cc1ccc(F)cc1)C(=O)OC[C@@H](Cc1c[nH]c2ccccc12)NC(=O)[C@@H](CC=C)CC(=O)N[C@H](CO)Cc1ccccc1,1%,2.7%,1%,x,-27%,-22,9%,-2%,0%,3%,u
Cc1cnc(C(=O)OC(C)C(=O)NC2CCCc3ccccc32)cn1 (configuration not stated),-1%,-0.7%,1%,-3%,0%,22,-1%,-7%,1%,-3%,2%
COc1cccc(/C=N/NC(N)=S)c1OS(=O)(=O)c1ccccc1,6%,-0.3%,0%,1%,-12%,-17,2%[46.1 µM],1%,-4%,0%,u
Cc1ccc(CNC(=O)c2nnn(CC(=O)Nc3cc(C)cc(C)c3)c2N)cc1,4%,-0.2%,1%,2%,u,3,-3%,0%,-1%,-4%,3%
[O-][n+]1c2ccccc2cc2ccccc21,-15%,0.0%,0%,-1%,-6%,-9,0%,-10%,-1%,-10%,u
c1ccn(-c2ncnc3sc4c(c23)CCCC4)c1,1%,0.3%,0%,12%,-5%,-13,-11%,-1%,-3%,1%[15.4 µM],0%
COc1cc2c(cc1OC)C(=O)N1[C@H]3c4cc(C)ccc4OC[C@@H]3[C@H](c3ccccc3)[C@]1(C)C(=O)N2,u,-3.8%,-12%,x,u,-10,-26%,x,0%,0%,u
CCC(=O)NCCc1nc2cc(NC(=O)c3ccc(F)cc3)ccc2n1C,13%,0.3%,8%,-11%,u,25,0%,1%,2%,5%,u
CCc1ccc([C@@H]2CC=C(C(=O)O)[C@H](c3ccccc3)N2S(=O)(=O)c2ccc(C)cc2)cc1,4%,0.3%,-6%,-2%,-3%,-6,3%,-8%,-3%,-17%,u
CC(C)C(c1nnnn1Cc1ccc2c(c1)OCO2)N1CCN(c2ccccc2)CC1 (configuration not stated),2%,0.2%,0%,24%,0%,-26,-2%,-2%,-1%,9%,1%

# 4 entries from above, sorted by heavy-atom count, largest number first:
SMILES,uPA surface inh,B2AR arrestin,USP2a inh,Mito fusion yeast,ELG1 DNA repair,TSHR antagonist,TCR act,TSG101-PTAP inh,Tb PFK inh,Eya2 inh,Chronic BCR inh
CCc1ccc([C@@H]2CC=C(C(=O)O)[C@H](c3ccccc3)N2S(=O)(=O)c2ccc(C)cc2)cc1,4%,0.3%,-6%,-2%,-3%,-6,3%,-8%,-3%,-17%,u
CC1(CCc2ccccc2)NC(=O)N(CC(=O)Nc2ccc(S(N)(=O)=O)cc2)C1=O (configuration not stated),2%,-0.1%,-1%,-1%,3%,4,1%,0%,-3%,12%,2%
Cc1cc(NC(=O)c2cc(-c3ccc(C)c(C)c3)nc3ccccc23)no1,0%,-0.7%,-2%,1%,u,-2,-1%[46.1 µM],0%,0%,0%,8%
COCCCNC(=O)c1ccc2c(=O)n(CC3CCCO3)c(=S)[nH]c2c1 (configuration not stated),1%,0.5%,-1%,-1%,-1%,5,-1%,-7%,-3%,4%,0%

# (listing goes on)
SMILES,uPA surface inh,B2AR arrestin,USP2a inh,Mito fusion yeast,ELG1 DNA repair,TSHR antagonist,TCR act,TSG101-PTAP inh,Tb PFK inh,Eya2 inh,Chronic BCR inh
O=c1nc2n(Cc3ccccc3)c3ccccc3cc-2c(=O)[nH]1,x,0.6%,1%,1%,12%,16,-2%[46.1 µM],x,-2%,-4%,-1%
Cc1cccc(N2CCN(C(c3ccccc3)c3nnnn3CC3CCCO3)CC2)c1C (configuration not stated),-2%,-0.5%,3%,u,u,-36,5%,0%,2%,-6%,6%
COc1ccc(C(=S)N2CCC(C(N)=O)CC2)cc1Br,0%,-0.2%,1%,1%,5%,-7,-2%,0%,-15%,1%,-1%
C[C@H](NC(=O)c1nc[nH]c1C(=O)N[C@@H](Cc1ccccc1)C(=O)OC(C)(C)C)C(=O)OCc1ccccc1,-18%,-0.7%,0%,1%,5%,-16,4%,-4%,1%,-10%,-1%
CC(=O)N1CCN(c2nc3ccc(Br)cc3s2)CC1,9%,0.5%,-2%,1%,u,0,2%,-2%,-1%,11%,u
COc1ccc(C(=O)N(CCCO)C(C)C(=O)NC2CCCCC2)cc1OC (configuration not stated),7%,0.0%,-1%,-2%,4%,2,x,x,3%,2%,-5%
CC(=O)Nc1ccc(/C=N/OCC(=O)Nc2ccc(C)cc2)cc1,4%,-0.2%,2%,0%,u,-3,-2%[46.1 µM],0%,-9%,-2%,2%
COc1ccc(CCNC(=O)CSc2nc(-c3ccco3)cc(C(F)(F)F)n2)cc1OC,14%,0.0%,-1%,-1%,-3%,2,2%,-7%,0%,-1%,u
COc1ccc(OCc2nn3c(-c4ccco4)nnc3s2)cc1,2%,0.3%,0%,-3%,-9%,-15,3%,-3%,-3%,-7%,u
Cc1ccc(N2NC(=O)/C(=C\c3cc4c(cc3[N+](=O)[O-])OCO4)C2=O)cc1C,3%,-0.3%,6%,-2%,u,-11,-1%,-2%,9%,-7%,u
CCOc1cc(C(=O)Nc2ccncc2)cc(OCC)c1OCC,2%,-0.9%,-2%,-2%,-9%,4,-1%,-6%,-10%,1%,u
CC1(C(O)(C#CC[N+]2(C)CCCCC2)c2ccccc2)CCCC1 (configuration not stated),3%,0.4%,0%,-1%,4%,13,4%,-5%,3%,7%,-1%
CCOc1cccc(-c2nnc3sc(-c4ccco4)nn23)c1,-5%,-3.6%,0%,2%,14%,6,5%,-5%,2%,5%,6%
